Screening results as filed in PubChem.
Jurkat NFkB inh – inhibitors of the PMA/ionomycin-induced NF-kB reporter in Jurkat cells. inhibition, % at 4 µM. hit rate 0.53% among 330,000. PMA/ionomycin-induced NF-kB luciferase reporter, luminescence. AID 435003; in the data active = inhibition above about 50%
APJ ag – agonists of human APJ apelin receptor; P35414; CHO-K1 APJ PathHunter beta-arrestin, luminescence; 0% DMSO wells, 100% apelin; activation, % at 20 µM; hit rate 0.11% among 330,000;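 active = activation more than six SD over the plate average, tested at 20 µM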;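 also: 0% = DMSO alone and 100% = apelin-13 at 10 nM; some results filed as inactive read as strong as hits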
Target sequence (P35414 whole entry, looked up): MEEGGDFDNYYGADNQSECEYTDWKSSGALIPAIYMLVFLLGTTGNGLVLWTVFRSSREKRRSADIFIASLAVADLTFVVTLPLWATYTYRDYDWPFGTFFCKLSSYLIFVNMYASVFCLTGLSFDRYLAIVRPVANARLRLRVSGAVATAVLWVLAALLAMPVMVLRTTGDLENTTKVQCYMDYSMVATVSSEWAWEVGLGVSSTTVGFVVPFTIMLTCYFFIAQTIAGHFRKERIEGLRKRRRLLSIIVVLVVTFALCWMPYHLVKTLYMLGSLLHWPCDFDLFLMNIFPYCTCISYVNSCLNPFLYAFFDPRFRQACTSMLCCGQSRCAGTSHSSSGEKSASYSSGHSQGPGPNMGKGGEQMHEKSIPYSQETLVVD
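Assay system: CHO-K1 APJ beta-arrestin complementation cell line / Compound: single test compound dose, 20 µM final, 1% DMSO / Times: overnight seeding, 90 min compound at 25 °C, 1 h detection / Technique: beta-gal luminescence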
Mdm2-MdmX inh – disrupts the human Mdm2-MdmX interaction; O15151+Q00987; SaOS-2 split-luciferase Mdm2/MdmX complementation, luminescence; inhibition, % at 8 µM; hit rate 3% among 330,000; AID 485346;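 active = inhibition of at least 50% at 8 µM in the primary screen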
APJ antag – blocks the human apelin receptor APJ. CHO-K1 APJ beta-arrestin complementation, luminescence. inhibition, % at 20 µM. hit rate 0.32% among 330,000;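 active = inhibition above about 40% at 20 µM, limit read from the data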;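 also: cells challenged with 10 nM apelin-13 agonist together with compound; plate controls were apelin-13 plus DMSO wells for no effect and DMSO wells lacking apelin-13 for full effect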
UPR XBP1 act – adaptive UPR (XBP1) activation | CHO-XBP1 luciferase reporter, IRE1-XBP1 UPR activation, luminescence; percent of tunicamycin response, DMSO as zero | activation, % at 20 µM | hit rate 0.33% among 330,000 | AID 463104;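 active = versus positive control, 20 µM dose yields 30% or more activation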;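 also: 100% = tunicamycin at 10 µg/mL and 0% = DMSO only wells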
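Material – CHO cell line with stable XBP1 luciferase reporter · Buffer or medium – F12 plus 10% FBS · Compound – single point, 20 µM final compound, 1% DMSO · Schedule – 16-18 h cell attachment at 37 °C, then 6 h compound exposure · Signal – Steady-Glo luminescence read · Benchmarks – high control tunicamycin 10 µg/mL final, low control DMSO vehicle only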
CHOP UPR activ – apoptotic UPR (CHOP) activation; CHO-CHOP luciferase reporter, luminescence; percent of tunicamycin response over DMSO baseline; activation, % at 10 µM; hit rate 0.34% among 330,000;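 active = at 10 µM dose, activation of 40% or more, normalized to positive control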;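 also: 100% = tunicamycin at 10 µg/mL and 0% = DMSO alone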
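Test system: CHO-CHOP cells, stable luciferase reporter of PERK-eIF2a-CHOP signalling | Quantity: 500 CHO-CHOP cells per well | Buffer or medium: F12 plus 10% serum | Compound dosing: 10 µM single point, 0.5% DMSO | Schedule: 6 h compound treatment, 37 °C | Signal: Luciferase luminescence | Control set: Tunicamycin high control, DMSO low control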
697 NFkB inh – inhibitors of the PMA/ionomycin-induced NF-kB reporter in 697 B cells | inhibition, % at 4 µM | hit rate 0.33% among 330,000 | 697 B-cell NF-kB luciferase reporter, 16 h; in the data active = inhibition above about 35%
tim23-1 inh – tim23-1 yeast growth inhibition; hit rate 1.3% among 330,000; S. cerevisiae tim23-1 growth, BacTiter-Glo luminescence, 24 h; inhibition, % at 20 µM;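 active = growth inhibition of the mutant yeast at or above 50%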;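 also: temperature-sensitive mutant grown at 25 °C; plate controls were DMSO-treated mutant yeast for no effect and medium wells lacking yeast for full effect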
Starred values were filed as active, the others as inactive; · = no result given.

SMILES	Jurkat NFkB inh	APJ ag	Mdm2-MdmX inh	APJ antag	UPR XBP1 act	CHOP UPR activ	697 NFkB inh	tim23-1 inh
CN(C)c1cc(NC(=O)CNC(C)(C)CC(C)(C)C)c2ccccc2n1	-2	-5	6	5	-4	-0.8	-6	8
Cc1cc(C)cc(N(CC(=O)Nc2ccccc2)C2=NC3CS(=O)(=O)CC3S2)c1 (stereo not given)	-5	-4	12	-7	-2	-0.8	-16	9
CC1=CC[C@@]23CCCN2C(=O)CCC[C@H]3C1	·	·	-8	·	1	4.1	14	89*
CC(C)C(=O)NC(=S)Nc1ccc(S(=O)(=O)N2CCCC2)cc1	7	-2	-19	1	3	0.1	-6	27
Cc1nc(SCC(=O)N(CC(C)C)C2CCS(=O)(=O)C2)c2c(C)c(C)sc2n1 (stereo not given)	1	-5	16	-14	4	1.3	8	24
Cc1ccc(CC2CC(=O)N(CC(=O)O)C2=O)cc1 (stereo not given)	8	-5	7	7	4	-1.1	5	-5
NC(=O)c1ncn([C@@H]2O[C@H](CO)[C@@H](O)[C@H]2O)c1O	11	-1	2	9	-9	-0.4	-4	19
CN(C)CC(=O)Nc1cc(C(F)(F)F)ccc1Cl	-3	-4	8	-2	5	-3.2	10	12
Cc1cccc(C(=O)O/N=C(\N)Cc2ccc([N+](=O)[O-])cc2)c1	-8	10	89*	-76	-1	0.8	-17	81*
O=C(Nc1ccccc1)OCCNC(=O)c1ccccc1	-6	4	-8	13	-5	2.0	-1	9
CCC(C(=O)N1CCC(C(N)=O)CC1)n1nc(C)n2c(cc3occc32)c1=O (stereo not given)	16	-3	27	7	-4	0.8	4	7
CC(=O)c1ccc(OCC(=O)Nc2ccc(N3CCCCC3)cc2)cc1	16	-1	10	12	-1	1.5	10	4
CCOC(=O)N1CCN(c2cc(=O)n(-c3cccc(Br)c3)c(=O)[nH]2)CC1	-8	-2	5	-5	-1	-2.5	10	7
Cc1ccc2nc(SCc3ccc([N+](=O)[O-])cc3)nc(C)c2c1	-11	1	3	1	0	-2.2	-18	10
O=C(Nc1ccncc1)C1CCN(S(=O)(=O)c2ccccc2C(F)(F)F)CC1	6	9	11	-13	-2	1.5	18	15
COc1ccc(S(=O)(=O)Nc2nc3n(n2)C(c2ccc(Cl)cc2)CC(=O)N3)cc1 (stereo not given)	-14	-4	21	6	6	0.2	19	0
O=S(=O)(NCC1CCCO1)c1cnc(Cl)c(Br)c1 (stereo not given)	5	5	-24	-8	2	0.7	24	-7
Cc1ccc(SC(C)C(=O)Nc2ccc(S(=O)(=O)N3CCOCC3)cc2)cc1 (stereo not given)	8	-3	-3	-22	-5	-3.8	0	24
Oc1ccccc1/C=N/Nc1nn[nH]n1	11	8	1	-16	-1	-1.6	9	1
C=CCN=C(NC#N)SCCc1ccccc1	-7	-4	-21	1	0	1.1	5	18
Cc1ccc(-c2cc(C(F)F)nc(NCC3CCCO3)n2)cc1 (stereo not given)	-23	12	2	5	11	1.0	-11	11
COc1ccc(C(=O)NC2=NCCS2)cc1	-57	-2	-24	10	-3	3.8	-71	15
CN(C(=O)COC(=O)c1cc2ccccc2cc1O)c1ccccc1	-11	-1	-14	-7	2	3.3	3	62*
Cc1ccc(C(=O)CC(=O)c2ccccc2)cc1	-133	-1	-6	12	0	6.6	-160	27
Cc1ccccc1C(=O)O/N=C(\N)c1ccccc1	-36	3	86*	-44	-11	-9.0	-141	57*
Going on with the list.
SMILES	Jurkat NFkB inh	APJ ag	Mdm2-MdmX inh	APJ antag	UPR XBP1 act	CHOP UPR activ	697 NFkB inh	tim23-1 inh
C=C(C)CNC(=O)CCc1nnc(Cc2cccc(C(F)(F)F)c2)o1	-28	-4	-45	-6	6	3.1	-50	7
O=C(CCN1C(=O)c2cccc3cccc(c23)C1=O)NC1CCS(=O)(=O)C1 (stereo not given)	12	-4	0	-4	2	1.4	-24	-5
CN(C)C(=O)c1ccc(COc2ccccc2Br)o1	-49	-1	-25	12	-1	4.9	-64	0
CS(=O)(=O)N1CCC(C(=O)Nc2ccc(OCc3ccccc3)cc2)CC1	-13	1	34	-10	0	-0.1	1	1
O=C(Nc1nnc(-c2ccccn2)o1)c1cccc(Cl)c1	-9	-1	-6	12	2	-0.2	1	9
COC(=O)c1ccc(OC)c(-c2c(OC)cc(OC)cc2OC)c1	3	-5	1	12	-1	0.6	4	15
Cc1ccc(S(=O)(=O)NCCC(=O)NC(C)c2ccccc2)cc1 (stereo not given)	1	-1	22	11	-2	2.2	17	10
CCN(CC)S(=O)(=O)c1cccc(NC(=O)COC(=O)C2CC3C=CC2C3)c1 (stereo not given)	-10	-1	-3	-11	-1	-1.7	-24	25
CCCCN(CC(=O)NC1CC1)S(=O)(=O)c1ccc(OCC)cc1	-11	-2	1	-26	0	-0.7	-3	18
Cc1ccc2oc(C(=O)Nc3ccc(S(=O)(=O)Nc4onc(C)c4C)cc3)c(C)c2c1	0	-3	-13	-6	1	6.3	-41	2
O=C(O)c1cccc(NC(=O)C23CC4CC(C2)CC(n2cnc(Cl)n2)(C4)C3)c1	3	-3	12	-4	1	-0.6	13	9
Cc1cc(NC(=O)CCC(=O)N(C2CC2)C2(C(=O)NC3CCCC3)CCC(C)CC2)no1 (stereo not given)	-16	-3	2	1	0	-0.8	-19	-4
COc1cc(C)nc2nc(SCc3ccccc3)nn12	-9	-2	31	5	3	1.0	9	5
O=C(COc1ccccc1C(=O)O)Nc1ccc(SC(F)F)cc1	-5	-2	7	14	3	-1.4	5	7
CCOc1cc(C(=O)Nc2ccc(N3CCOCC3)cc2)cc(Br)c1OC	31	-1	49	-20	-1	-1.5	-4	-6
CCn1c(SCC(=O)Nc2sc3c(c2C#N)CCCC3)nnc1-c1ccco1	0	4	-25	15	-3	0.6	4	-7
Cc1c(C(=O)NCC(c2ccco2)N2CCCC2)oc2ccc(Cl)cc12 (stereo not given)	1	1	21	-4	-2	0.1	-42	27
CN(Cc1ccccc1)C(=O)c1[nH]cnc1C(=O)NCCCCCNC(=O)OC(C)(C)C	-6	-4	22	-7	8	-1.6	8	-2
COc1ccccc1NS(=O)(=O)c1ccc(C)c(NC(=O)NCCCl)c1	2	-1	-11	-15	-1	2.0	-1	8
Cc1ccc(Cl)cc1NC(=O)CCN1C(=O)C2C3CCC(C3)C2C1=O (stereo not given)	-4	-1	24	-18	-2	-3.3	12	7
Cc1nc(N2CCCCC2)c(C#N)c(C)c1[N+](=O)[O-]	2	-3	-14	5	6	-0.4	-6	2
CC(C)COC(=O)OCN1C(=O)CN(CCN2CC(=O)N(COC(=O)OCC(C)C)C(=O)C2)CC1=O	5	-5	8	13	-2	1.6	5	14
CCn1c(SCC(=O)Nc2nc(C)cs2)nnc1C(C)NC(=O)c1ccccc1 (stereo not given)	-20	-7	-6	-7	-2	-0.1	8	-1
CCN(CC)C(=S)SCC(=O)Nc1ncc2c(n1)CCCC2=O	-28	1	8	-3	-1	-1.1	-10	1
O=C(c1ccc2c(c1)OCO2)N1CCC2(CC1)Oc1ccc(F)cc1C(=O)C21CC(c2ccc(Cl)cc2)=NO1 (stereo not given)	27	-2	11	11	-1	-2.1	0	24
(further entries)
SMILES	Jurkat NFkB inh	APJ ag	Mdm2-MdmX inh	APJ antag	UPR XBP1 act	CHOP UPR activ	697 NFkB inh	tim23-1 inh
O=C(NC(=S)Nc1ccccc1N1CCOCC1)c1ccc(Br)cc1	5	7	23	-1	-1	-1.3	-12	55*
COc1ccccc1C(=O)C1CCCN(C(=O)c2cccc(Cn3cccn3)c2)C1 (stereo not given)	12	-9	14	4	-2	1.7	6	28
CCOc1ccc(NC(=O)c2nsc(Cl)c2Cl)cc1	-127	-2	-162	3	2	7.1	-133	-1
CC(=O)c1cccc(NC(=O)c2ccccc2-c2ccccc2C(=O)O)c1	3	-4	2	6	-4	0.5	9	9
Cc1cccc(NS(=O)(=O)c2ccc(C)c(C(=O)NCC(c3ccco3)N3CCCCC3)c2)c1 (stereo not given)	17	11	2	23	-1	3.0	-10	9
CCOc1ccc(OCCC(=O)NNC(=O)c2nn(C)c(=O)c3ccccc23)cc1	3	2	-2	9	-2	-0.2	-5	5
COc1ccc(/C=N\NC(=O)c2cccc(F)c2)cc1COc1ccccc1	52*	3	58*	-28	23	4.0	12	10
CC1CCCC(NC(=O)CSc2nnc(-c3cccnc3)n2N)C1C (stereo not given)	2	0	23	-5	-1	-1.4	17	-1
COc1ccc(N(CC(=O)NCCc2ccc(OC)c(OC)c2)S(=O)(=O)c2ccc(OC)c(OC)c2)cc1	-16	0	11	23	0	0.5	-6	-1
O=C(c1ccc(CS(=O)Cc2cccc(Cl)c2)o1)N1CCN(C2CCCCC2)CC1 (stereo not given)	3	0	-14	7	-9	1.8	1	-12
CC(C)NC(=O)N(C)C[C@H]1Oc2c(NC(=O)Nc3ccc(C(F)(F)F)cc3)cccc2C(=O)N([C@H](C)CO)C[C@@H]1C	9	-1	-1	0	2	1.4	18	15
COc1cccc(NC(=O)COC(=O)Cc2ccc(Cl)cc2)c1	4	0	6	3	0	-0.1	-8	8
Cc1ccc(C(=O)NCCCNC(=O)c2ccc(C)nc2)cc1	-4	0	-2	-22	-3	-0.1	0	0
COc1ccc(CNC(=O)COc2ccc(S(=O)(=O)NC(C)C)cc2)cc1	10	-3	-15	-5	0	-0.2	18	2
N=c1ccn2c(n1)O[C@H]1[C@H](O)[C@@H](CO)O[C@H]12	38	-1	61*	-5	-1	-0.7	52*	17
CCN(CC(=O)NCc1ccc(F)cc1)c1ccc(S(C)(=O)=O)cc1[N+](=O)[O-]	6	-4	17	-19	-1	-0.6	19	-4
O=C(COc1ccc(Br)cc1)Nc1ccc(CN2CCOCC2)cc1	-4	2	12	6	-5	-1.2	16	0
Cn1ncc([N+](=O)[O-])c1C(=O)Nc1ccc(Cl)cc1	-8	-1	12	9	0	-0.6	5	4
COC(=O)C(Cc1ccccc1)NC(=O)CC(C)CC(=O)Nc1ccc(C)cc1 (stereo not given)	23	-5	10	10	-2	3.8	1	15
N=c1n(Cc2ccccc2)c2ccccc2n1CC(O)COc1ccccc1 (stereo not given)	10	0	38	0	2	-2.7	-25	2
O=C(NCC1(c2ccccc2)CCCC1)C(=O)N1CCOCC1	-1	-4	6	-9	1	1.5	13	10
O=C(CCCN1C(=O)c2ccccc2C1=O)Nc1ccccc1C(=O)N1CCOCC1	-8	1	13	11	-3	-1.6	-10	8
Cc1nn(CC(=O)NCCc2ccccc2)c(=O)c2cc3occc3n12	-9	-2	19	-16	-3	-1.2	4	0
Cc1ccc(C(=O)Nc2cccnc2)cc1[N+](=O)[O-]	3	-4	5	1	3	-1.7	-1	-5

Structures from the list above containing a cyano group (three):
SMILES	Jurkat NFkB inh	APJ ag	Mdm2-MdmX inh	APJ antag	UPR XBP1 act	CHOP UPR activ	697 NFkB inh	tim23-1 inh
C=CCN=C(NC#N)SCCc1ccccc1	-7	-4	-21	1	0	1.1	5	18
CCn1c(SCC(=O)Nc2sc3c(c2C#N)CCCC3)nnc1-c1ccco1	0	4	-25	15	-3	0.6	4	-7
Cc1nc(N2CCCCC2)c(C#N)c(C)c1[N+](=O)[O-]	2	-3	-14	5	6	-0.4	-6	2

Not a hit list (roughly 5% active in at least one column).
